High-throughput results: PubChem, The Scripps Research Institute Molecular Screening Center
PREPL inh – human PREPL enzyme inhibition; Q4J6C6; inhibition, % at 5.96 µM; recombinant PREPL, fluorescence polarization activity-based probe; hit rate 0.68% among 320,000; in the data active = inhibition above about 43%;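 note: 0% = enzyme with DMSO and 100% = wells lacking enzyme; many of its hits are not listed in these tables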
EBNA-1 inhibitor – blocks EBNA-1 binding to DNA. EBNA-1 DNA binding, fluorescence polarization. inhibition, % at 14.8 µM. hit rate 0.34% among 300,000; in the data active = inhibition above about 28%
GSTO1 inh – GSTO1 inhibition, counter-screen for RBBP9 inhibitors; recombinant GSTO1, activity-based probe fluorescence polarization; inhibition, % at 5.96 µM; hit rate 1.1% among 300,000; AID 1974;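 active = inhibition above the campaign mean inhibition plus 3 SD, cut at about 35% in these data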;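 note: 0% = GSTO1-1 with DMSO and 100% = wells lacking GSTO1-1 enzyme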
Target sequence (P78417 whole entry, looked up): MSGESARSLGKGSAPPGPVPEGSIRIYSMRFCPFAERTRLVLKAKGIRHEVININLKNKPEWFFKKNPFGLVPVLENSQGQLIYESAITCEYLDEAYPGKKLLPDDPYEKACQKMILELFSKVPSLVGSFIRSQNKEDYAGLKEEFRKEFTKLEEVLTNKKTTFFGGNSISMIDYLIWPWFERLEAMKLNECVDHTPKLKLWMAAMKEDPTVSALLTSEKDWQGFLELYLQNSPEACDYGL
PAFAH1B3 inh – inhibitors of human PAFAH1B3; Q15102; recombinant PAFAH1B3, FP-rhodamine probe, fluorescence polarization; inhibition, % at 3.39 µM; hit rate 0.28% among 340,000;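 active = inhibition above the screen-wide average of all tested compounds plus 3 SD, cut at about 25% in these data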;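 note: 0% = enzyme with DMSO only and 100% = wells lacking PAFAH1B3 protein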
Target sequence (Q15102 whole entry, looked up): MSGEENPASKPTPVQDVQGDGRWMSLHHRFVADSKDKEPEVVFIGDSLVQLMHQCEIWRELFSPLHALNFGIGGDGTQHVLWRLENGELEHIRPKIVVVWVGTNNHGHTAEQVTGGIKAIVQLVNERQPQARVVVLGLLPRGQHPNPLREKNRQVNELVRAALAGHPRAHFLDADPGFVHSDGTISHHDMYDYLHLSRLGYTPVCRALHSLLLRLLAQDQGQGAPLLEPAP
LYPLA2 inh – blocks human lysophospholipase 2, a PME1 counter-screen; O95372; recombinant LYPLA2, FP-Rh probe fluorescence polarization; inhibition, % at 5.9 µM; hit rate 0.38% among 320,000;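 active = inhibition above the screen-wide mean plus 3 SD, limit set per campaign, cut at about 26% in these data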;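 note: 0% = LYPLA2 with DMSO and 100% = wells lacking LYPLA2 enzyme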
Target sequence (O95372 whole entry, looked up): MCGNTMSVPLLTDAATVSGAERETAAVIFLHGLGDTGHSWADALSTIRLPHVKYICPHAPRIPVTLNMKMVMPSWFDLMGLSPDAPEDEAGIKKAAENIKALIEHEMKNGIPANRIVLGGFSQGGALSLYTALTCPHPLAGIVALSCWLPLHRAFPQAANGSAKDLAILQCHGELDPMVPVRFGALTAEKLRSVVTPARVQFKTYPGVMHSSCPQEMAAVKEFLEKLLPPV
LYPLA1 inh – LYPLA1 (human) inhibition in PME1 counter-screen | hit rate 0.16% among 320,000 | recombinant LYPLA1, FP-Rh probe fluorescence polarization | AID 2174 | inhibition, % at 5.9 µM;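 active = inhibition above the mean of all tested compounds plus 3 SD, set per campaign, cut at about 14% in these data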;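 note: inhibitors block serine hydrolase probe labeling of LYPLA1 so polarization falls; 0% = enzyme with DMSO and 100% = wells lacking LYPLA1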
Target sequence (O75608 whole entry, looked up): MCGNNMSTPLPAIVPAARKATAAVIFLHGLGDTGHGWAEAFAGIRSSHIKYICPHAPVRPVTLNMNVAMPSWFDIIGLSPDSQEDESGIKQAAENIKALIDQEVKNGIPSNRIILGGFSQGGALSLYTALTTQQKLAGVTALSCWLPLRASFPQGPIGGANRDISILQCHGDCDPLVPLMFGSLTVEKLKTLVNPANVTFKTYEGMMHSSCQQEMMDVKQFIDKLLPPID
ZTA DNA inh – ZTA (EBV) inhibition in EBNA-1 counter-screen; inhibition, % at 11 µM; AID 2234; ZTA-DNA binding, fluorescence polarization; hit rate 0.15% among 320,000; in the data active = inhibition above about 33%
PAFAH2 FP inh – inhibitors of human PAFAH2; recombinant PAFAH2, FP-rhodamine activity probe, fluorescence polarization; inhibition, % at 3.39 µM; hit rate 0.99% among 340,000; AID 492956;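 active = inhibition above the mean over all tested compounds plus 3 SD, cut at about 30% in these data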;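 note: inhibitors block probe labeling of enzyme so polarization drops; 0% = enzyme with DMSO and 100% = wells lacking PAFAH2 protein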
PAD4 FP inh – blocks human protein arginine deiminase 4; Q9UM07; recombinant PAD4, RCA probe fluorescence polarization; inhibition, % at 6.36 µM; hit rate 0.41% among 330,000; AID 485272;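 active = percent inhibition above a cutoff equal to the mean of all tested compounds plus 3 SD, cut at about 15% in these data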;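 note: 0% = PAD4 with RCA probe and DMSO and 100% = probe without PAD4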
An asterisk follows results filed as active; · = no result given.

SMILES	PREPL inh	EBNA-1 inhibitor	GSTO1 inh	PAFAH1B3 inh	LYPLA2 inh	LYPLA1 inh	ZTA DNA inh	PAFAH2 FP inh	PAD4 FP inh
O=C(OCC(=O)N1CCOCC1)c1ccccc1O	2	7	-4	7	2	1	8	11	-1
CC(=O)N1N=C2c3ccccc3CCC2C1c1ccc(F)cc1 (stereo unspecified)	9	-1	4	·	0	-1	-10	·	-2
O=C(NCCCn1ccnc1)/C(=C/c1cccs1)NC(=O)c1ccco1	12	0	4	2	6	2	5	0	-2
O=C(NCc1ccco1)/C(=C\c1ccccc1)NC(=O)c1ccccc1	3	-7	4	11	1	-1	-5	2	0
O=C1CN(O)C=C2N=c3ccccc3=C2N1c1ccc([N+](=O)[O-])cc1	-53	-3	6	14	12	5	-3	4	-15
CCN(CC)C(=O)C1=C(C)NC(=S)NC1c1ccc(C)s1 (stereo unspecified)	-2	8	1	-1	-4	1	10	-2	-2
CSc1cccc(NC(=O)CCCn2c(=O)c3cccn3c3cccnc32)c1	-3	2	0	-4	-4	-1	6	6	0
Nc1nc(SCc2cccc([N+](=O)[O-])c2)n[nH]1	6	-1	0	4	6	-3	-3	0	8
O=C(c1ccc(OC2CCN(CCO)CC2)cc1)N1CCCC1	-6	-2	2	-5	6	0	-7	-1	1
Cc1cc(C)nc(NC(=O)c2c(F)c(F)c(F)c(C(=O)Nc3cc(C)cc(C)n3)c2F)c1	-3	2	-5	·	-4	-3	-4	·	0
C/C(=N\NC(=O)c1nc2ccccn2c1C)c1ccco1	0	11	3	1	-2	3	-3	-29	-2
CCN1C(=O)/C(=C\c2nc3ccccc3c(=O)n2CC)c2ccccc21	8	-10	-8	-1	-2	3	-6	6	0
CSc1nc2cc(C)nn2c(-c2ccccc2)c1C#N	17	-10	1	6	-1	2	-21	3	-8
COC(=O)COc1ccc(S(=O)(=O)Nc2ccccc2SC)cc1	20	-4	-3	1	8	0	-17	1	4
COCCNC(=O)CCCn1c(=O)c2ccccc2n(Cc2ccccc2C#N)c1=O	0	6	-2	6	-8	-1	7	5	5
Cn1c(CSc2nc3ccccc3s2)nnc1SCC(=O)NCCCN1CCOCC1	13	1	-1	0	6	2	-23	-1	-1
CC(C)CCCN1C(Nc2ccccc2)=NC[C@@H]1C	3	6	1	5	3	4	20	-5	-3
COc1ccc(CN2CCN(Cc3c[nH]c4ccccc34)CC2)cc1	5	-6	3	6	1	3	-3	1	-7
CCOC(=O)C1=C(C)N=c2s/c(=C\c3cccn3C)c(=O)n2C1c1cccc(OC)c1OC (stereo unspecified)	6	-5	2	5	5	0	-4	7	1
O=C(NC1CCCC1)c1ccc(Cl)s1	0	2	1	-1	-2	1	-9	-1	3
Cc1ccccc1S(=O)(=O)Nc1nc2ccccc2nc1Cl	-1	10	4	0	1	0	8	10	0
Cc1cccc(N/C=C(\[N+](=O)[O-])S(=O)(=O)c2ccccc2)c1	4	-6	5	13	2	0	5	5	-2
COc1ccc(NC(=O)C(CC(C)C)NC(=O)C2CCC(C)CC2)cc1 (stereo unspecified)	-53	4	4	11	-6	-3	-15	-8	-3
O=C(CN1C(=O)NC2(CCCC2)C1=O)NCc1cccc(Cl)c1	-6	·	·	16	·	·	·	1	8
CCCCC1=CC2=C(c3ccco3)C(=O)C(C)(OC(=O)c3ccc(OC)cc3)C(=O)C2=CN1Cc1ccc2c(c1)OCO2 (stereo unspecified)	18	2	10	6	1	0	-5	5	-4
(cont.)
SMILES	PREPL inh	EBNA-1 inhibitor	GSTO1 inh	PAFAH1B3 inh	LYPLA2 inh	LYPLA1 inh	ZTA DNA inh	PAFAH2 FP inh	PAD4 FP inh
COCCNc1c(-c2ccc(O)cc2)nc2ccc(Cl)cn12	-7	2	-11	6	5	0	-18	5	7
CC(=O)Nc1ccc2nc(-c3cccs3)[nH]c2c1	-5	10	-6	2	12	5	-1	-4	-4
Cc1ccc2occ(-c3nn[nH]n3)c(=O)c2c1	12	13	-1	-4	2	11	-4	7	1
COC(=O)Cc1ccc(NC(=S)NCc2ccc(Cl)cc2)cc1	-3	1	6	4	1	-5	3	4	-2
OC(CNc1nc(C(F)(F)F)nc2ccccc12)c1ccccc1 (stereo unspecified)	2	-3	-6	-1	-2	-3	0	-4	-1
S=C(NCC1CCCCC1)Nc1cccnc1	-3	2	5	0	3	2	-1	4	-3
O=C(OCC(=O)N1CCN(c2ccccc2)CC1)c1ccc(Cl)nc1	11	7	-1	9	5	1	12	-3	4
COCC(=O)NC1(c2nnnn2CCOC(=O)Nc2ccc(Cl)cc2)CCCCC1	6	-2	1	7	0	-4	0	2	2
O=C(O)c1cc(O)ccc1NC(=O)c1cccc2ccccc12	19	-1	-42	2	10	0	-8	4	8
Fc1ccc(CNc2ncccn2)cc1	-6	2	9	-2	0	5	-18	2	5
COc1ccc(Nc2nc(NCc3ccco3)nc(N/N=C/c3ccc(O)cc3)n2)cc1	34	15	-6	1	-5	-10	24	-15	3
CCN1C(=C2C(=O)c3ccccc3C2=O)C=Cc2ccccc21	-7	1	2	7	-2	-3	-6	-3	-5
CCn1c(SCC(=O)NCC2CCCO2)nnc1-c1ccc(Cl)cc1 (stereo unspecified)	3	5	1	7	5	1	10	-5	0
CC(Sc1nnc(N)s1)C(=O)Nc1ccc(N2CCOCC2)cc1 (stereo unspecified)	8	-1	-1	5	0	-2	-10	7	-6
Cc1ccc(C)c(N(CC(=O)N(C)C)S(C)(=O)=O)c1	-7	-1	-4	-1	-1	2	5	-2	-4
CC(C)Cn1c2c(c(=O)[nH]c1=O)C(C(F)(F)F)(C(F)(F)F)N=C(CCC1CCCCC1)N2	4	10	-5	7	3	0	-7	-9	-5
COc1nc(NCc2cccnc2)nc(OC)n1	4	3	-4	5	-3	2	-13	6	-9
OCC[C@H]1C[C@H](O)[C@@H](O)[C@@]2(CCCO2)O1	0	16	3	12	0	1	4	-2	-1
COC(=O)C1=C(C)NC(=O)C1(Nc1ccc(Cl)cn1)C(F)(F)F (stereo unspecified)	1	-3	-1	1	3	2	-5	3	-1
CCOC(=O)c1nnn(-c2nonc2N)c1CSc1ccc(C)cc1	-3	2	-3	4	5	3	-15	2	-8
CCCn1cnnc1CNC(=O)C1CCC(=O)N(CCc2ccc(OC)cc2)C1 (stereo unspecified)	3	5	2	3	5	1	0	0	0
CC(NCc1ccco1)C(=O)N1CCc2ccccc2C1 (stereo unspecified)	5	10	-2	-9	7	0	3	1	-2
S=c1[nH]c(-c2ccccc2)cs1	3	-3	1	9	6	1	-25	-6	0
CCOc1ccccc1C(=O)NCC(=O)Nc1ccc2c(c1)OCO2	17	·	·	2	-3	-3	15	-1	2
Cc1ccc(C(=O)NCCc2c[nH]c3ccccc23)c(C)c1	5	-9	-3	4	-3	3	1	2	-3

The final two records of the part above come first, to join the parts:
SMILES	PREPL inh	EBNA-1 inhibitor	GSTO1 inh	PAFAH1B3 inh	LYPLA2 inh	LYPLA1 inh	ZTA DNA inh	PAFAH2 FP inh	PAD4 FP inh
CCOc1ccccc1C(=O)NCC(=O)Nc1ccc2c(c1)OCO2	17	·	·	2	-3	-3	15	-1	2
Cc1ccc(C(=O)NCCc2c[nH]c3ccccc23)c(C)c1	5	-9	-3	4	-3	3	1	2	-3
CCN1CCN(C(CNS(=O)(=O)c2ccccc2)c2ccccc2)CC1 (stereo unspecified)	3	3	0	0	4	6	-16	7	3
Cc1cccc(CNC(=O)c2ccc3c(c2)N(C)CCS3)c1	6	-2	3	3	2	-4	11	3	1
COc1ccc(N2CC(C(=O)N[C@@H](CC(C)C)C(=O)NC3CCCC3)CC2=O)cc1 (stereo partly specified)	13	-1	4	7	10	3	2	-3	4
CCCC[N+](C)(C)CCC(=O)NC(C)(C)CS(=O)(=O)[O-]	-9	-4	-1	8	6	0	-3	9	2
O=C(CC1C(=O)NCCN1Cc1cccc(C(F)(F)F)c1)NCCc1cnccn1 (stereo unspecified)	2	11	2	-7	1	5	12	5	0
Cc1cccc(OCc2nnc(SCC(=O)O)n2Cc2ccccc2)c1	-1	-8	7	-2	-1	-6	13	-9	-3
O=C(Nc1c2c(nn1-c1ccccc1)CS(=O)(=O)C2)C1CCCC1	11	-8	0	4	-8	0	17	2	-2
Cc1nnsc1Sc1ccccn1	-12	5	4	-2	2	2	-3	-2	0
Cc1cc(C(=O)OCC(=O)N2C(C)CCCC2C)c(C)o1 (stereo unspecified)	-15	-3	-3	0	-1	0	-1	5	-3
Cc1ccc(N2NC(=O)/C(=C/c3ccc(-c4ccc(Cl)c(C(=O)O)c4)o3)C2=O)cc1	10	-1	17	5	4	-1	-10	24	-4
O=C(COc1ccccc1)OCC(=O)c1ccc(O)cc1O	4	·	·	7	9	-2	-14	-2	-4
O=C(NCc1cccc(Cl)c1)c1cnn2c1NC(c1ccco1)CC2C(F)(F)F (stereo unspecified)	0	2	-1	-22	-16	-12	5	-28	-8
Cc1ccc(C(=O)Nc2cccc(-c3ccc(N4CCOCC4)nn3)c2)cc1[N+](=O)[O-]	13	-5	2	1	4	-1	1	-2	6

Among those listed so far, these contain a cyano group:
SMILES	PREPL inh	EBNA-1 inhibitor	GSTO1 inh	PAFAH1B3 inh	LYPLA2 inh	LYPLA1 inh	ZTA DNA inh	PAFAH2 FP inh	PAD4 FP inh
CSc1nc2cc(C)nn2c(-c2ccccc2)c1C#N	17	-10	1	6	-1	2	-21	3	-8
COCCNC(=O)CCCn1c(=O)c2ccccc2n(Cc2ccccc2C#N)c1=O	0	6	-2	6	-8	-1	7	5	5

Shown with two lines to a compound: part of the list above.
Screens in order: PREPL inh	EBNA-1 inhibitor	GSTO1 inh	PAFAH1B3 inh	LYPLA2 inh	LYPLA1 inh	ZTA DNA inh	PAFAH2 FP inh	PAD4 FP inh
- Cc1cccc(CNC(=O)c2ccc3c(c2)N(C)CCS3)c1
→ 6	-2	3	3	2	-4	11	3	1
- Cc1cccc(OCc2nnc(SCC(=O)O)n2Cc2ccccc2)c1
→ -1	-8	7	-2	-1	-6	13	-9	-3
- O=C(NCc1cccc(Cl)c1)c1cnn2c1NC(c1ccco1)CC2C(F)(F)F (stereo unspecified)
→ 0	2	-1	-22	-16	-12	5	-28	-8
- Cc1ccc(C(=O)Nc2cccc(-c3ccc(N4CCOCC4)nn3)c2)cc1[N+](=O)[O-]
→ 13	-5	2	1	4	-1	1	-2	6
- O=C(Nc1c2c(nn1-c1ccccc1)CS(=O)(=O)C2)C1CCCC1
→ 11	-8	0	4	-8	0	17	2	-2

The list is partial (hit frequency here may not be typical).
